# Screening results: PubChem, several laboratories
# ER stress rescue = rescue of cells from ER stress-induced death, primary screen, 384-well, CSM14.1, thapsigargin, ATP luminescence (AID 1222); CSM14.1 thapsigargin-induced death rescue, ATP luminescence; higher % means a stronger effect; cellular ATP content (survival), % at 20 µM; hits with a dose series show EC50 in µM; 190,000 tested, under 10 active;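 active means EC50 below 50 µM in the dose-response confirmation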;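 further: death triggered by thapsigargin at about 15 µM added after 2 h compound pretreatment; cell ATP read after overnight thapsigargin exposure of roughly 18 to 22 hours; normalized against plate controls of thapsigargin alone and 5% DMSO vehicle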
# MT stabilize HCS = microtubule stabilizers in HeLa cells, primary screen, imaging, high-content imaging; HeLa tubulin immunostaining HCS, 24 h; share of cells brighter than vehicle mean+2SD; 200,000 tested, 0.83% active; % tubulin-high responders, % at 10 µM; AID 2205, 2009;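 active means plate Z-score above 3 for both tubulin-high and condensed-nucleus cell shares, with cell loss under 80%, at 10 µM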;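 further: anti alpha tubulin signal scored within the nucleus-defined area of each cell; some results filed as inactive read as strong as hits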
# Lipid droplet = inhibitors of hepatocyte lipid droplet formation, primary screen, imaging, high-throughput imaging, BODIPY stain; AML12 mouse hepatocytes, oleate lipid droplets; inhibition, % at 6.5 µM; 240,000 tested, 0.4% active; AID 1656, 2009;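 active means lipid droplet intensity inhibited by at least 50%, with more than 500 cells counted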
#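 Assay system: AML12 mouse liver cells | Compound: 6.5 µM single-point dosing | Schedule: Overnight exposure | Technique: Fluorescence imaging, 20x objective, two fields per well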
# Dynein transport = inhibitors of GR-EGFP nuclear translocation, primary screen, dynein cargo transport inhibitor project, imaging, high-content, 3617.4 mouse cells. test concentration mostly 20 µM; stimulated with dexamethasone, 1 µM; stronger effect = lower value. z-score, hits read low. 220,000 tested, 0.47% active;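 active means plate z-score of nuclear minus cytoplasmic receptor signal below a set negative limit, without overly bright fluorescence or cell loss, cut at about -3.5 in these data, passing the limit was not always enough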;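 further: z-score of nuclear minus cytoplasmic ring GR-EGFP intensity difference per well; some compounds called inactive have numbers as strong as hits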
#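 medium = tetracycline-free induction medium containing charcoal-stripped FBS | also added = 1.0 µM final dexamethasone stimulus | schedule = 48 h induction, 1 h compound, 30 min dex at 37 °C | technique = fixed, Hoechst-stained cells imaged at 10x for EGFP | measure = GR-EGFP nuclear translocation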
# Yfh1-depleted yeast = enhancers of respiration in Yfh1-depleted yeast, dose response, Friedreich's ataxia, plus single-dose screen (AID 1465); S. cerevisiae Yfh1-off respiration, WST-1 reduction, 72 h; higher fold induction means a stronger effect; one-dose fold induction at 50 µM; EC50 in µM for titrated hits; 220,000 tested, 0.074% active;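 active means fold induction of absorbance versus untreated yeast above a set limit, then at least 30% activation at any dose in follow-up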;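 further: activators that raise dye reduction in frataxin-depleted yeast; strong numbers were not always called active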
# P. falciparum M17LAP = P. falciparum M17LAP inhibitors, primary screen, biochemical, fluorogenic H-Leu-NHMec substrate, 1536-well (AID 1619); inhibition, % at 30 µM; hits with a dose series show IC50 in µM; Leucine aminopeptidase (Plasmodium falciparum (isolate 3D7)); recombinant M17LAP, H-Leu-NHMec fluorogenic kinetic assay; higher % means a stronger effect; 220,000 tested, 0.38% active;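 active means compound inhibiting the enzyme by more than half at any dose during confirmatory dose-response retesting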;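 further: plate controls were full reaction with DMSO carrier for no effect and no enzyme background for full effect; strong numbers were not always called active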
# Autophagy mod = autophagy modulators in MEF cells, primary screen, imaging, high-content, MEF GFP-LC3 | MEF GFP-LC3 puncta imaging; test concentration mostly 10 µM | calls only at 10 µM (by protocol) | 190,000 tested, 0.98% active;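 active means percentage of spot-positive cells more than 3 SD above its plate mean, without a fluorescence outlier flag or 80% toxicity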;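 further: spot-positive cell cutoff set from DMSO-treated cells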
# M1AAP inhibition = P. falciparum M1AAP inhibitors, biochemical, fluorogenic H-Leu-NHMec substrate, 1536-well (AID 1445) | inhibition, % at 30 µM; hits with a dose series show IC50 in µM | recombinant M1AAP, H-Leu-NHMec fluorogenic kinetic assay; higher % means a stronger effect | Aminopeptidase N (Plasmodium falciparum (isolate 3D7)) | 220,000 tested, 0.42% active;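 active means primary inhibition above the hit cutoff, then over 50% inhibition at one or more dose response concentrations, cut at about 23% in these data, passing the limit was not always enough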;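 further: plate controls were DMSO full reaction for no effect and no enzyme background for full effect; strong numbers were not always called active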
# Ins promoter up = insulin promoter activators in MIN6 cells, imaging, high-content screening, mouse beta cells. 190,000 tested, 0.3% active. z-score at 5 µM. MIN6 insulin promoter-GFP reporter; stronger effect = higher value;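 active means z-score above 3 at 5 µM with at least 500 cells counted in the well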
# Dynein transport cytoplasmic EGFP = also measured in Dynein transport; calls as there; z-score; measured here: cytoplasmic GR-EGFP intensity; stronger effect = higher value
# Dynein transport nuclear GR-EGFP = second read-out of Dynein transport, no call of its own (marks repeat the call); z-score; measured here: nuclear GR-EGFP intensity;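 lower value marks the stronger effect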
# Dynein transport cell count = recorded beside Dynein transport, whose call it bears; z-score; measured here: cell count per field
# Ins promoter up cell count = further read-out of Ins promoter up, marked with its call; cell count; measured here: cytotoxicity, nuclei count;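 total cells summed across four imaged fields per well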
# Lipid droplet cells 6.5 µM = also measured in Lipid droplet; calls as there; cell count; measured here: cell count, cytotoxicity flag;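 cells counted across two imaged fields per well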
# MT stabilize HCS Hoechst-high % = further read-out of MT stabilize HCS, marked with its call; % Hoechst-high responders; measured here: nuclear condensation Hoechst responders;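 share of cells brighter than vehicle mean plus two SD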
# MT stabilize HCS cytotoxicity % = further read-out of MT stabilize HCS, marked with its call; toxicity, %; measured here: cytotoxicity by cell density;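 0% = mean cell density of plate MIN control wells and 100% = no cells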
# Autophagy mod cell loss 18 h = second read-out of Autophagy mod, no call of its own (marks repeat the call); toxicity, %; measured here: cell loss, nuclei count;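 cell loss after 18 h compound exposure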
# Active calls of the source: *; i = inactive; / = no result given. Not a hit list. About 3.5% of those tested had a hit in this group.
Structure	ER stress rescue	MT stabilize HCS	MT stabilize HCS Hoechst-high %	MT stabilize HCS cytotoxicity %	Lipid droplet	Lipid droplet cells 6.5 µM	Dynein transport	Dynein transport cytoplasmic EGFP	Dynein transport nuclear GR-EGFP	Dynein transport cell count	Yfh1-depleted yeast	P. falciparum M17LAP	Autophagy mod	Autophagy mod cell loss 18 h	M1AAP inhibition	Ins promoter up	Ins promoter up cell count
O=C(Nc1ccc(Cl)cc1)N1CCC(c2nc(-c3ccc(F)cc3)no2)CC1	-3.3%	4.9	2.6	8.4	1	814	-0.76	-0.18	-0.15	0.18	i	-11%	i	10	2%	1.3	1272
Cc1cccc(C)c1NC(=S)N1CC(C)OC(C)C1 (centres undefined)	/	/	/	/	-11	702	-0.24	-0.24	-0.18	0.76	i	-5%	/	/	-9%	-1	907
CN(C)c1ccc(C2OC(=O)C3(CCCC3)C(=O)C2(C)C)cc1 (centres undefined)	-1.7%	3.1	1.9	6.0	4	730	0.28	-0.089	0.18	2.1	i	-11%	i	14	-1%	-0.4	1153
O=C(NC1CCCCCC1)c1c(F)c(F)c(F)c(F)c1F	1.6%	2.1	2.3	6.3	/	/	-1.1	-0.16	-0.26	0.069	i	4%	i	-14	2%	-0.04	1026
O=C(O)c1c[nH]c2ccc(S(=O)(=O)N3CCN(c4ccc(F)cc4)CC3)cc2c1=O	-2.4%	3.1	1.2	4.6	8	674	0.28	-0.16	0.48	-0.57	i	-27%	i	3	5%	0.2	2071
Nc1cc(-c2ccc(Cl)cc2)nn1-c1ccccc1	-0.6%	3.1	2.2	1.8	-4	660	-1.3	0.8	-0.83	1.2	i	-1%	i	4	8%	/	/
CCOC(=O)Cn1c(S(=O)(=O)Cc2ccccc2Cl)nc(-c2ccccc2)c1-c1ccccc1	-2.1%	1.7	0.6	5.4	-32	627	-0.1	-0.24	-0.54	0.71	i	13%	i	5	3%	-0.64	1665
CC(C)C(=O)NNc1ccc(C(F)(F)F)cn1	/	/	/	/	4	635	-0.19	-0.26	-0.076	0.075	i	-7%	/	/	1%	0.25	1405
Nc1[nH]c(N=NC(=O)c2ccc(F)cc2)c2ccccc12	-8.1%	2.7	2.3	2.3	7	548	-0.23	-0.24	-0.19	0.26	i	-1%	i	-13	7%	0.27	1212
CC1CCN(C(=O)c2cc(N3C(=O)C4C5CCC(C5)C4C3=O)ccc2Cl)CC1 (centres undefined)	-1.2%	1.4	1.3	2.5	-14	695	-1.6	-0.18	-1.1	0.62	i	21%	i	-9	5%	1	1210
O=S(=O)(Nc1cccc(Oc2cnccn2)c1)c1ccc(F)cc1	0.7%	1.4	1.5	11	3	653	-0.58	-0.18	-0.17	0.24	i	-4%	i	12	3%	/	/
O=C(NCc1nc2ccccc2[nH]1)c1ccc(S(=O)(=O)N2CCOCC2)cc1	0.1%	2.8	2.3	7.4	/	/	-1.4	-0.2	-0.6	0.22	i	-11%	i	1	7%	0.37	1136
Cn1cc(C2CC(c3ccccc3)=NN2C(=O)c2ccccc2)c2ccccc21 (centres undefined)	-2.3%	24*	32*	32*	3	690	0.083	-0.18	0.14	-0.45	i	10%	i	6	5%	-0.08	1350
O=C(Nc1ccccc1-c1ccccc1)c1cnccn1	-1.5%	4.5	3.9	6.5	/	/	-0.29	-0.24	0.023	0.74	i	-4%	i	-9	13%	0.23	889
COc1cc(C)c(Cl)c(C)c1S(=O)(=O)NCc1ccc2c(c1)OCO2	-1.1%	3.0	1.5	3.4	-20	762	-1	-0.22	-0.44	-0.48	i	6%	i	0	6%	-1.2	1284
Cc1ccc(S(=O)(=O)N2CCN(C(=O)COC(=O)c3c(C)noc3C)CC2)c(C)c1	/	/	/	/	23	731	-0.3	-0.77	0.026	0.25	i	-6%	/	/	2%	-1.2	1138
CC(=O)N1N=C(c2ccc(Br)cc2)OC12CCCC2	/	/	/	/	10	762	-0.87	-0.24	-0.43	0.5	i	5%	/	/	5%	-0.31	1155
Cc1cc(C)c(NS(=O)(=O)c2ccc(NC(=O)c3cccs3)cc2)c(C)c1	-0.6%	2.0	4.3	8.0	-2	667	-0.68	-0.33	-0.63	1.4	i	29%	i	-18	2%	-0.26	1388
CCN1C(C#N)=C(C#N)N=C(C)CC1(C)C	-1.6%	3.5	1.5	13	-24	558	-0.21	-0.27	0.094	0.38	i	5%	i	2	15%	/	/
CCCN(CC(=O)Nc1ccc(Cl)cc1Cl)C(=O)/C=C/c1cc(OC)ccc1OC	5.1%	5.8	1.8	12	22	666	0.25	-0.22	0.27	0.066	i	8%	i	14	22%	-0.43	1306
CC(=O)Nc1cccc(Oc2cc(C#N)c(C#N)cc2N2CCOCC2)c1	-2.4%	2.0	2.5	1.5	15	747	-0.45	-0.24	-0.19	0.44	i	4%	i	-3	11%	-0.27	1279
C=CCNC(=S)NNC(=O)CC12CC3CC(CC(C3)C1)C2	/	/	/	/	-7	743	1.4	-0.019	0.6	-1.4	i	-5%	/	/	-14%	-0.19	1059
CCCCC(=O)Nc1ccccc1Oc1ccccc1	0.4%	2.2	2.2	8.5	-7	658	0.038	-0.36	-0.28	1	i	3%	i	-10	14%	-0.29	1576
Cc1ccc(-n2ncc(Cl)c2C(=O)NC2CC2)cc1	-0.1%	2.8	1.3	2.0	-4	734	0.85	-0.26	0.19	-0.42	i	-2%	i	27	0%	-0.96	1415

# 2 records drawn at random from those above:
Structure	ER stress rescue	MT stabilize HCS	MT stabilize HCS Hoechst-high %	MT stabilize HCS cytotoxicity %	Lipid droplet	Lipid droplet cells 6.5 µM	Dynein transport	Dynein transport cytoplasmic EGFP	Dynein transport nuclear GR-EGFP	Dynein transport cell count	Yfh1-depleted yeast	P. falciparum M17LAP	Autophagy mod	Autophagy mod cell loss 18 h	M1AAP inhibition	Ins promoter up	Ins promoter up cell count
CC(=O)Nc1cccc(Oc2cc(C#N)c(C#N)cc2N2CCOCC2)c1	-2.4%	2.0	2.5	1.5	15	747	-0.45	-0.24	-0.19	0.44	i	4%	i	-3	11%	-0.27	1279
COc1cc(C)c(Cl)c(C)c1S(=O)(=O)NCc1ccc2c(c1)OCO2	-1.1%	3.0	1.5	3.4	-20	762	-1	-0.22	-0.44	-0.48	i	6%	i	0	6%	-1.2	1284

# Remaining list, next part:
Structure	ER stress rescue	MT stabilize HCS	MT stabilize HCS Hoechst-high %	MT stabilize HCS cytotoxicity %	Lipid droplet	Lipid droplet cells 6.5 µM	Dynein transport	Dynein transport cytoplasmic EGFP	Dynein transport nuclear GR-EGFP	Dynein transport cell count	Yfh1-depleted yeast	P. falciparum M17LAP	Autophagy mod	Autophagy mod cell loss 18 h	M1AAP inhibition	Ins promoter up	Ins promoter up cell count
CCOc1ccccc1NC(=O)c1ccc([N+](=O)[O-])cc1	-1.7%	1.3	1.2	3.4	16	657	-0.16	-0.25	-0.11	0.21	i	-24%	i	-11	4%	/	/
COCCOC(=O)c1c(C)oc2ccc(OS(C)(=O)=O)cc12	1.7%	2.2	3.3	5.9	17	697	-1.5	-0.26	-0.79	0.91	i	4%	i	-7	1%	/	/
COc1cc2c(cc1OC)C1=NC(=O)CN1C(SCc1ccccc1C)=N2	-0.2%	3.7	2.4	8.9	/	/	2.5	-0.18	0.15	-2.4	i	-72%	i	13	-3%	/	/
O=c1[nH]c(CSc2ncnc3sccc23)nc2cc(C(F)(F)F)ccc12	/	/	/	/	-4	617	1	-0.61	0.53	-1.3	i	-10%	/	/	-7%	0.66	821
CC12CCC(C/C1=N\OC(=O)c1ccc(F)cc1)C2(C)C (centres undefined)	1.6%	3.9	3.0	1.5	21	756	-0.04	-0.26	0.3	0.054	i	9%	i	11	22%	/	/
O=C(Nc1ccc(Cl)cc1)NC1(C(=O)NCCCN2CCOCC2)CCCCC1	2.3%	4.2	3.1	7.4	0	774	-0.23	-0.055	-0.0014	0.62	i	16%	i	-7	8%	0.86	1251
O=C(O)C1C2C=CC(C2)C1C(=O)Nc1ccc2c(c1)OCCO2 (centres undefined)	-0.9%	2.2	1.9	3.7	-3	654	-0.72	-0.21	-0.53	-0.39	i	13%	i	0	7%	/	/
Cc1cc(Br)ccc1OCCn1ccnc1	0.0%	3.3	3.7	3.6	-10	627	-0.46	-0.3	-0.69	0.28	i	15%	i	-6	0%	0.5	1040
CCOC(=O)N/N=C/c1cc(C)n(-c2ccccc2)c1C	-3.1%	2.5	1.8	7.8	-7	659	0.37	-0.085	0.35	-1.3	i	-2%	i	-3	-3%	/	/
CN1CCN(CCCCC(=O)c2ccccc2)CC1	1.3%	2.3	1.4	10	-3	743	0.22	-0.24	0.74	1.1	i	-11%	i	-7	5%	0.39	997
CCN(CC)CCCNC(=O)Cc1c(C(=O)O)n(C)c2ccccc12	4.3%	3.5	2.4	7.0	/	/	0.41	-0.22	0.29	0.36	i	-2%	i	-6	-1%	-0.62	1248
COc1ccc(NC(=O)CC23CC4CC(C2)CC(n2nnc(C)n2)(C4)C3)cc1	-0.5%	3.1	1.5	4.3	7	763	1	-0.21	0.56	-0.47	i	-3%	i	36	3%	-0.24	1180
Cc1c(O)nc(SCC(=O)Nc2ccc3c4c(cccc24)CC3)n(-c2ccccc2)c1=O	-0.5%	1.8	2.2	0.3	4	739	-0.15	-0.29	0.027	-0.13	i	5.1µM*	i	5	10%	0.31	1330
O=C(NCc1ccco1)C1CCCN1C(=O)Nc1ccccc1 (centres undefined)	-1.2%	1.9	1.8	5.2	22	786	-1.2	-0.19	-0.56	0.93	i	1%	i	-19	1%	-0.33	1154
